MITF inh = inhibitors of human MITF; O75030; AlphaScreen MITF homodimerization, bead proximity signal; inhibition, % at 2.6 µM; actives 0.91% (n = 650,000); AID 1259374; in the data active = inhibition above about 50%;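 note: 0% = vehicle wells with protein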
FBW7 activator = human FBW7 E3 ligase activation, primary screen; Q969H0; AlphaScreen FBW7–phospho-cyclin E peptide binding, activator screen; normalized activity (activation), % at 26.1 µM; actives 0.13% (n = 650,000); AID 1259310; in the data active = normalized activity above about 1.9%;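 note: purified mutant Fbw7 with reduced substrate affinity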
Target sequence (Q969H0 whole entry, looked up): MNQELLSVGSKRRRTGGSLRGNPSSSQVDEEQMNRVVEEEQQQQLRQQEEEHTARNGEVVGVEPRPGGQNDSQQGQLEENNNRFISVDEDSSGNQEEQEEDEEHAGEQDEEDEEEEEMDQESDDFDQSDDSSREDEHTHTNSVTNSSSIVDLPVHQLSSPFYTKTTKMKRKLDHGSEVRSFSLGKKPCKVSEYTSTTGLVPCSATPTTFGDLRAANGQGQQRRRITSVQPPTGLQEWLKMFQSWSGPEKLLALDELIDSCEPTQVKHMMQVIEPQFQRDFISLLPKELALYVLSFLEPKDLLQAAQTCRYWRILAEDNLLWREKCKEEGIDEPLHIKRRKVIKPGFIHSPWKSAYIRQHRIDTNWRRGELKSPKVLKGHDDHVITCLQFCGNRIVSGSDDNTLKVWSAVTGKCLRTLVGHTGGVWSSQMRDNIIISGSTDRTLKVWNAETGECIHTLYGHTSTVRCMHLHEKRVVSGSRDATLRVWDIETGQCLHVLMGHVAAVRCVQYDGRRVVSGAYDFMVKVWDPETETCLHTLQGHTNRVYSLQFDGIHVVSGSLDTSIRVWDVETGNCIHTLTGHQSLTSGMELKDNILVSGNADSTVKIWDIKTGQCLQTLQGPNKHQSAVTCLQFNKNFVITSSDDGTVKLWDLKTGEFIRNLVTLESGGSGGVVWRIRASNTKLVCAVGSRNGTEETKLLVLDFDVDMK
GPR151 ag = human GPR151 activation. PathHunter beta-arrestin GPR151 cells, luminescence. activation, % at 11.2 µM. actives 1% (n = 650,000). AID 1508602; in the data active = activation above about 4.9%;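 note: 0% = median of compound wells and 100% = cells with positive control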
Target sequence (Q8TDV0 whole entry, looked up): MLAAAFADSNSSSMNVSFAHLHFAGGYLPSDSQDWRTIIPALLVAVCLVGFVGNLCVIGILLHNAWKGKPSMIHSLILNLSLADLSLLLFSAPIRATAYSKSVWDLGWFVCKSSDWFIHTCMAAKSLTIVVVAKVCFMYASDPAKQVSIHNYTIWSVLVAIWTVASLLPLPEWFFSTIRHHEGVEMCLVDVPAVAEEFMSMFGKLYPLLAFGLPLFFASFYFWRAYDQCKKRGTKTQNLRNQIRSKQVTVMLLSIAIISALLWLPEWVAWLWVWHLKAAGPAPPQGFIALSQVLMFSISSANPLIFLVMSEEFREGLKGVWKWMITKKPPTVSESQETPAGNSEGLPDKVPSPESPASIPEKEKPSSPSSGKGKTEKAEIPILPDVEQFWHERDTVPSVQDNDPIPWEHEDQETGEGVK
TEAD-YAP inh = TEAD-YAP interaction inhibition; AID 1259422; HEK-TIYL cells, TEAD-Gal4/YAP UAS-luciferase luminescence; inhibition, % at 9.12 µM; actives 1.4% (n = 640,000); in the data active = inhibition above about 32%;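 note: 0% = median of test compound wells and 100% = reference inhibitor wells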
Starred values were filed as active, the others as inactive; & = joins results of further samples.

Abbreviations: A = MITF inh; B = FBW7 activator; C = GPR151 ag; D = TEAD-YAP inh
CCN(C(=O)Cc1c(C(=O)O)n(CC)c2ccccc12)c1ccc(F)cc1
  A: -9.8; B: -0.2; C: -0.4; D: -8.3
COc1ccc(S(=O)(=O)NCCN2CCOC(c3ccccc3)C2)cc1OC (stereo not given)
  A: -17.9; B: -0.1; C: 1.6; D: 2.9
COc1ccc(OC)c(NC(=O)CCCCC(=O)Nc2cc(OC)ccc2OC)c1
  A: 8.5; B: -0.6; C: 2.9; D: -4.5
O=C(NCc1ccco1)c1cccs1
  A: 6.3; B: -0.1; C: -0.4; D: -4.2
O=C(NC1CC1)c1ccc(-c2nc(NC3CCN(Cc4ccccc4)CC3)c3ncn(Cc4ccc(C(F)(F)F)cc4)c3n2)cc1
  A: 3.2; B: 0.2; C: 2.4; D: 2.2
S=c1sc2c(s1)SCCCS2
  A: 6.3; B: 0.0; C: 0.2; D: 7.9
C=CCN(CC=C)S(=O)(=O)c1ccc(NC(=O)C(C)(C)C)cc1
  A: 11.8; B: -0.1; C: -1.2; D: 0.4
COCCCN1C(=O)/C(=C/c2ccc(O)cc2O)S/C1=N/S(=O)(=O)c1ccccc1
  A: 16.6; B: 0.2; C: -1.3; D: -2.3
COc1cc(-c2nc3ccc(C(=O)NCc4ccc(Cl)cc4)cc3nc2-c2cc(OC)c(OC)c(OC)c2)cc(OC)c1OC
  A: 9.4; B: 0.1; C: 0.6; D: 6.7
CN=C(NC#N)NCCSCc1csc(N=C(N)N)n1
  A: -8.0&-2.6; B: 0.1&0.0; C: -1.1&2.1; D: -6.3
CCOc1ccc2[nH]c(=O)c(CN(CC3CCCO3)C(=O)CC)cc2c1 (stereo not given)
  A: 7.8; B: 0.3; C: 0.5; D: 0.7
N#C/C(=C\c1c(Cl)cccc1Cl)C(=O)NCC1CCCO1 (stereo not given)
  A: -4.7; B: 0.1; C: -1.0; D: -12.9
CC(C)NC(=O)NC(=O)CSc1nnnn1C
  A: 5.6; B: 0.0; C: 2.0; D: 3.9
O=C(CCC1CCCN(C(=O)c2cnn(Cc3ccccc3)c2)C1)NCc1ccccc1F (stereo not given)
  A: 2.4; B: 0.0; C: 1.5; D: -11.4
NCCSc1nnc(-c2ccco2)n1Cc1ccccc1
  A: 24.5; B: -0.3; C: 1.5; D: -14.8
O=[N+]([O-])c1ccc(N2CCOCC2)c(Cl)c1N1CCOCC1
  A: 6.8; B: -0.1; C: 2.2; D: 16.6
CCOc1ccc2c(=O)c(Oc3ccccc3)c(C(F)(F)F)oc2c1C
  A: 13.1; B: 0.9; C: 0.5; D: 3.9
CNC(=O)/C(C#N)=C\c1cn(CC(=O)OC)c2ccccc12
  A: 6.5; B: -0.1; C: 0.6; D: -5.9
O=C(CSC1CC(=O)N(CC(c2ccccc2)c2ccccc2)C1=O)Nc1ccc(Cl)cc1 (stereo not given)
  A: -15.8; B: 0.1; C: 1.4; D: 4.0
COC(=O)C1CCCN1C(=O)C12CC3CC(CC(C3)C1)C2 (stereo not given)
  A: -17.6; B: -0.2; C: -0.1; D: 5.8
O=C(NC(NC1CCS(=O)(=O)C1)C(=O)c1ccc(Cl)cc1)c1ccco1 (stereo not given)
  A: -2.9; B: -0.1; C: 2.1; D: -3.1
CCc1nnc(Cn2nnc3c(=O)[nH]c(C(=O)Nc4ccc(C)cc4)nc32)s1
  A: 14.8; B: 0.2; C: -0.2; D: 3.3
CC(=O)N1CCc2[nH]nc(-c3ccc(F)cc3)c2C1
  A: -5.3; B: 0.5; C: 1.1; D: 9.4
Cc1nn(CC(=O)Nc2ccc3c(c2)nc(CN2CCCC2)n3C)c(=O)c2ccccc12
  A: 13.7; B: 0.8; C: -1.7; D: -13.9
COC(=O)c1ccccc1NC(=O)CC1(c2ccc(Cl)cc2)C(=O)c2ccccc2C1=O
  A: -4.0; B: -0.2; C: -0.7; D: -3.6
COc1ccc(-c2nnn(-c3cccc(C(F)(F)F)c3)c2N)cc1OC
  A: 8.3; B: -0.1; C: -0.1; D: 5.4
COc1cccc(NC(=O)C(=O)/C=C(\O)c2ccccc2)c1
  A: 10.8; B: 0.1; C: -0.5; D: -50.0
COc1ccc(S(=O)(=O)c2cnc3ccccc3c2N2CCOCC2)cc1
  A: -1.7; B: -0.3; C: -2.1; D: -0.6
N#Cc1c(N)n(CCNC(=O)c2ccccc2)c2nc3ccccc3nc12
  A: -0.7; B: 0.2; C: -0.3; D: 12.4
O=C(CC1C(=O)NCCN1C/C=C/c1ccccc1)NCc1ccc(F)cc1 (stereo not given)
  A: -1.4; B: -0.1; C: -0.6; D: 2.8
CC(C)c1ccc(CN2CCc3nnc(CNS(=O)(=O)c4ccccc4)n3CC2)cc1
  A: -13.7; B: 0.0; C: 0.7; D: 10.2
CC(C)N(CC(=O)NC(C)(C)C)C(=O)C(=O)Nc1ccc2c(c1)OCCO2
  A: -0.6; B: -0.2; C: -0.1; D: 2.3
CC(C)(C)C(=O)Nc1nnc(SCC(=O)Nc2ccc3c(c2)OCO3)s1
  A: -4.8; B: -0.2; C: 1.1; D: -1.3
CC1(C)Oc2ccc(C(=O)NC3CCCCC3)cc2N(CC(=O)N2CCCCC2)C1=O
  A: -20.1; B: 0.0; C: -0.2; D: -2.0
CN1CCN(c2ccc(C(=O)N3CCOCC3)cc2[N+](=O)[O-])CC1
  A: 10.8; B: -0.1; C: 0.7; D: 12.1
CC(C(=O)N(C)c1ccccc1)N1C(=O)NC(c2ccccc2)(c2ccccc2)C1=O (stereo not given)
  A: 9.8; B: 0.3; C: -0.5; D: 7.0
COc1ccc(C[C@@H]2NC(=O)[C@H]3CN(Cc4ccsc4)CCN3C2=O)cc1
  A: 11.5; B: 0.1; C: 0.7; D: -4.0
O=C1C2C3C=CC(C3)C2C(=O)N1Cc1ccccc1 (stereo not given)
  A: -6.9; B: 0.0; C: 0.9; D: 5.4
CCn1c(SCC(=O)OC)nnc1-c1ccco1
  A: 3.4; B: 0.0; C: 0.1; D: 3.5
Cc1ccc(-c2[nH]ncc2/C=N/NC(=O)c2cc(Br)ccc2O)cc1
  A: 1.1; B: 0.0; C: -0.3; D: -9.3
Cc1[nH]c2ccc(F)cc2c1CCN=C(N)NS(=O)(=O)c1cccs1
  A: -0.6; B: -0.2; C: -0.6; D: -0.8
C/C(=N/NC(=O)CSCc1ccccc1Cl)c1ccc([N+](=O)[O-])cc1
  A: -4.9; B: 0.1; C: -0.1; D: 5.8
CCN1CCCC1CNC(=O)c1sc2ncnc(N3CCN(c4ccc(OC)cc4)CC3)c2c1C (stereo not given)
  A: 7.4; B: -0.1; C: -1.1; D: 2.6
FC(F)(F)C(Oc1nc(NC2CCCCC2)nc(N2CCOCC2)n1)C(F)(F)F
  A: 13.5; B: 0.2; C: -0.9; D: -3.4
CCOC(=O)c1ccc(N2Cc3ccncc3C2=O)cc1
  A: -1.8; B: -0.5; C: 1.4; D: -0.1
CN1c2ccccc2C(C)(C)C12C=Cc1cc(Br)ccc1O2 (stereo not given)
  A: -13.4; B: 0.0; C: 0.5; D: -0.7
CCOC(=O)c1c(C)[nH]c(C(=O)CN2CCOCC2)c1C
  A: 7.3; B: -0.1; C: -1.6; D: -3.3
c1ccc(OCCNc2cc(Nc3cnccn3)ncn2)cc1
  A: 2.4; B: 0.0; C: -0.8; D: -15.1
Cc1cc(NC(=O)c2cc(CC(C)C)on2)n(-c2ccccc2)n1
  A: 11.7; B: 0.0; C: -1.1; D: -6.7
O=C1O[C@@H](CO)[C@H](O)[C@@H](O)[C@@H]1O
  A: -2.0; B: 0.0; C: -0.7; D: 3.1

Later entries
Abbreviations: A = MITF inh; B = FBW7 activator; C = GPR151 ag; D = TEAD-YAP inh
Cc1ccc(C(=O)N2CCN3C(=O)[C@H](Cc4ccc(O)cc4)NC(=O)[C@H]3C2)cc1
  A: 8.1; B: 0.1; C: -1.1; D: -0.3
NC(=O)c1cccc2c1-c1ccccc1C2
  A: -2.8; B: 0.0; C: 1.4; D: -0.1
O=C(COc1ccccc1[N+](=O)[O-])N/N=C/c1ccc([N+](=O)[O-])o1
  A: -2.9; B: 0.2; C: 0.3; D: 10.1
CCc1ccc(NC(=O)CSc2nnc(-c3cn(C)nc3OC)n2CC)cc1
  A: -11.5; B: 0.0; C: 0.6; D: 18.6
CCCCNS(=O)(=O)c1ccc(OCC(=O)Nc2ccccc2F)cc1
  A: 6.3; B: 0.1; C: -0.2; D: 0.8
COc1ccc(CCNc2nc(NC3CCN(Cc4ccccc4)CC3)nc3c2ncn3Cc2ccc(C(F)(F)F)cc2)cc1
  A: 5.9; B: 0.4; C: -0.1; D: 9.1
O=C(N/C(=C\c1ccco1)C(=O)N1CCCC(CO)C1)c1ccccc1 (stereo not given)
  A: 5.4; B: 0.0; C: -1.4; D: 3.2
NS(=O)(=O)c1ccc(NNC(=O)/C=C/c2cccs2)c([N+](=O)[O-])c1
  A: 14.8; B: -0.1; C: -1.0; D: 5.2
COc1ccc(N/C(C)=C/C(=O)c2ccc(F)cc2)cc1
  A: -5.7; B: -0.1; C: -0.2; D: 0.3
CCc1nn(CC(=O)N2CCc3ccccc32)c(=O)c2cccn12
  A: -1.1; B: 0.0; C: -2.2; D: 13.3

Ordered by molar mass (falling): some entries from above
Abbreviations: A = MITF inh; B = FBW7 activator; C = GPR151 ag; D = TEAD-YAP inh
COc1ccc(CCNc2nc(NC3CCN(Cc4ccccc4)CC3)nc3c2ncn3Cc2ccc(C(F)(F)F)cc2)cc1
  A: 5.9; B: 0.4; C: -0.1; D: 9.1
O=C(COc1ccccc1[N+](=O)[O-])N/N=C/c1ccc([N+](=O)[O-])o1
  A: -2.9; B: 0.2; C: 0.3; D: 10.1
COc1ccc(N/C(C)=C/C(=O)c2ccc(F)cc2)cc1
  A: -5.7; B: -0.1; C: -0.2; D: 0.3

Part of the list above, limited to GPR151 ag.
molecule | GPR151 ag
c1ccc(OCCNc2cc(Nc3cnccn3)ncn2)cc1 | -0.8
Cc1cc(NC(=O)c2cc(CC(C)C)on2)n(-c2ccccc2)n1 | -1.1
O=C1O[C@@H](CO)[C@H](O)[C@@H](O)[C@@H]1O | -0.7
Cc1ccc(C(=O)N2CCN3C(=O)[C@H](Cc4ccc(O)cc4)NC(=O)[C@H]3C2)cc1 | -1.1

Later entries:
Abbreviations: A = MITF inh; B = FBW7 activator; C = GPR151 ag; D = TEAD-YAP inh
Cc1noc(NS(=O)(=O)c2ccc(NC(=O)COc3ccc(C#N)cc3)cc2)c1C
  A: -5.9; B: 0.0; C: 1.2; D: 1.2
C=CCNC(=S)N/N=C(\C)c1ccccn1
  A: 60.1*; B: -0.6; C: -2.6; D: 89.5*
NC(=O)c1ccc(NC(=O)COC(=O)C2COc3ccccc3O2)cc1 (stereo not given)
  A: 0.6; B: -0.2; C: 0.0; D: 10.1
CCN(CCNC(=O)C1CCN(c2nn3c(=O)cc(C)nc3s2)CC1)c1ccccc1
  A: 14.9; B: 0.9; C: -0.7; D: 5.1
O=C(NCc1cccc(C(F)(F)F)c1)c1cnc(N2CCN(c3ccccn3)CC2)s1
  A: 3.8; B: 0.1; C: 2.3; D: 17.4
CCOC(=O)c1sc2nc(CN3CCCCC3)nc(Cl)c2c1C
  A: 3.5; B: 0.2; C: -1.4; D: 7.3
CC(=O)OCCCN1C(=O)c2ccc(Oc3ccc([N+](=O)[O-])cc3)cc2C1=O
  A: 7.3; B: -0.1; C: -1.4; D: -2.5
CCOC(=O)CC1CCc2c([nH]c3ccc(C)cc23)C1=O (stereo not given)
  A: 2.7; B: -0.1; C: 1.4; D: -20.6
COc1ccc(/C=C(\NC(=O)c2ccco2)C(=O)NCCCC(=O)O)cc1
  A: 5.6; B: 0.0; C: -0.1; D: 7.5
Cc1ccc(S(=O)(=O)Nc2ccc3nc(-c4cccn4C)[nH]c3c2)cc1
  A: -0.9; B: -0.1; C: 3.7; D: 7.7

Reprinted from the part before: four compounds; new compounds follow.
Abbreviations: A = MITF inh; B = FBW7 activator; C = GPR151 ag; D = TEAD-YAP inh
CC(=O)OCCCN1C(=O)c2ccc(Oc3ccc([N+](=O)[O-])cc3)cc2C1=O
  A: 7.3; B: -0.1; C: -1.4; D: -2.5
CCOC(=O)CC1CCc2c([nH]c3ccc(C)cc23)C1=O (stereo not given)
  A: 2.7; B: -0.1; C: 1.4; D: -20.6
COc1ccc(/C=C(\NC(=O)c2ccco2)C(=O)NCCCC(=O)O)cc1
  A: 5.6; B: 0.0; C: -0.1; D: 7.5
Cc1ccc(S(=O)(=O)Nc2ccc3nc(-c4cccn4C)[nH]c3c2)cc1
  A: -0.9; B: -0.1; C: 3.7; D: 7.7
CC1CCN(c2ccc(C=O)cc2[N+](=O)[O-])CC1
  A: 16.4; B: 0.0; C: 1.2; D: 7.9
CC(=O)Nc1ccc(N2C(=O)CSC2c2cccc(Br)c2)cc1 (stereo not given)
  A: 7.2; B: 0.1; C: -1.1; D: 6.0
CCOc1ccc(C2/C(=C(\O)c3ccc(C)cc3)C(=O)C(=O)N2c2cccnc2)cc1 (stereo not given)
  A: 4.1; B: 0.0; C: -0.1; D: -1.7
CCOC(=O)/C(=C(/O)CCl)c1nc(C)cs1
  A: -1.0; B: 0.4; C: -0.2; D: 16.7
C=CCN1C(=O)N(/C=C/C)c2cccc3cccc1c23
  A: -10.6; B: 0.1; C: -0.7; D: -12.1
Cc1ccc(NC(CC(=O)c2ccc(Cl)cc2)c2ccc(Br)cc2)cc1C (stereo not given)
  A: 2.6; B: 0.0; C: 0.5; D: -2.9
CCc1ccc(NC(=O)CCC(=O)N/N=C/c2ccc(Br)cc2)cc1
  A: 9.3; B: 0.1; C: 0.2; D: 6.1
CC1S/C(=N\Nc2ccc(Cl)cc2)NC1=O (stereo not given)
  A: -5.7; B: 0.0; C: -0.4; D: -0.9
Cc1cccc(C(=O)Nc2nnc(/N=C/c3ccc(Br)s3)s2)c1
  A: -20.6; B: 0.1; C: -1.4; D: 2.0
COc1ccc(C(=O)Nc2nnc(C)s2)cc1[N+](=O)[O-]
  A: 4.4; B: -0.1; C: 1.8; D: -0.3
